Bcl-xL primary – inhibitors of human Bcl-xL, primary screen, biochemical, fluorescence polarization, HTS | AID 2129, 2009 | GST-Bcl-xL / FITC-Bim BH3 peptide fluorescence polarization | 0.7% of 320,000 active | inhibition, % at 10.9 µM | Bcl-2-like protein 1 (Homo sapiens), Q07817;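 active means inhibition above the mean of all tested compounds plus 3 SD, cutoff set per campaign, cut at about 30% in these data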;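 further: 0% = DMSO wells and 100% = unlabeled Bim-BH3 peptide competitor; inhibitors lower millipolarization by displacing the labeled peptide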
Target sequence (Q07817 whole entry, looked up): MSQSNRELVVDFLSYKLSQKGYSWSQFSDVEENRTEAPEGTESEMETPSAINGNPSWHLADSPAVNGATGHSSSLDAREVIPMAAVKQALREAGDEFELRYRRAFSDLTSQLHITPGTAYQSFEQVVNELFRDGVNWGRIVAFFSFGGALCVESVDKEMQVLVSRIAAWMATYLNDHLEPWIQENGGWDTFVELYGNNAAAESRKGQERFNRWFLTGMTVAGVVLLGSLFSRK
MCL1 BIM primary – inhibitors of MCL1 binding to BIM-BH3, primary screen, biochemical, fluorescence polarization; Induced myeloid leukemia cell differentiation protein Mcl-1 (Homo sapiens), Q07820; GST-MCL1 / FITC-Bim-BH3 fluorescence polarization; inhibition, % at 10.9 µM; 0.68% of 320,000 active; AID 2057, 2009;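 active means inhibition above the mean inhibition of all tested compounds plus 3 SD, set per campaign, cut at about 40% in these data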;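 further: 0% = DMSO wells and 100% = unlabeled Bim-BH3 peptide control; higher means more loss of mP so more displacement of Bim peptide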
Fam108B counter – mouse Fam108B serine hydrolase inhibitors, primary screen, counter-screen for RBBP9 inhibitor project, biochemical, fluorescence polarization. inhibition, % at 9.51 µM. recombinant Fam108B, FP-Rh probe fluorescence polarization. 0.33% of 300,000 active. AID 1947, 2009;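 active means inhibition above the screen mean inhibition plus 3 SD, computed separately per campaign, cut at about 18% in these data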;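 further: inhibitors lower polarization as less probe binds the enzyme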
GRK2 inh – compounds blocking aptamer binding on GRK2 – biochemical, human GRK2, bead flow cytometry, HTS, primary screen; 0.59% of 330,000 active; inhibition of aptamer binding, % at 10 µM; AID 488847, 2010; FAM-aptamer displacement from GRK2;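 active means inhibition of aptamer binding above 40%, roughly 3 SD of noise, on plates passing a quality check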;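 further: median bead fluorescence of bound FAM aptamer so fluorescent compounds give negative values; no value below 0 was filed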
PME-1 primary – PME-1 inhibitors via competitive probe labeling, primary screen, biochemical, fluorescence polarization, FP-Rh probe, HTS; recombinant PME-1; inhibition, % at 5.9 µM; 0.53% of 320,000 active; AID 2130, 2009;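 active means inhibition above the campaign mean of all compounds plus 3 SD, cut at about 26% in these data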;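 further: competitive labeling of PME-1 active site by serine hydrolase directed probe; 0% = PME-1 with DMSO and 100% = wells lacking PME-1 enzyme; inhibitors block probe labeling so polarization falls and inhibition rises; many of its hits are not listed in these tables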
Target sequence (Q9Y570 whole entry, looked up): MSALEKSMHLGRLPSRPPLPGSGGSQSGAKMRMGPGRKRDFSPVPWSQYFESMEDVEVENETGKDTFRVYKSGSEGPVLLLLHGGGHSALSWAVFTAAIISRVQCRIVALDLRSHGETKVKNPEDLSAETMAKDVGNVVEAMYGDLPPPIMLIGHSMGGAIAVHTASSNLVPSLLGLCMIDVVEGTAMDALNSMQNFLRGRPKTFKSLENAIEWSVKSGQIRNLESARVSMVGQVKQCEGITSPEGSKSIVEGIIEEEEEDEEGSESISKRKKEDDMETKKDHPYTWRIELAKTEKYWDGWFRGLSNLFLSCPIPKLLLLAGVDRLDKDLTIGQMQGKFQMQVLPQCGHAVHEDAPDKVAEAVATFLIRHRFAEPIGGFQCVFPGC
GLD-1 TGE inh – GLD-1/TGE RNA complex disruptors, primary screen, biochemical, fluorescence polarization; inhibition, % at 5.96 µM; AID 2280, 2010; purified GLD-1 + fluorescein TGE RNA; 0.44% of 320,000 active;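 active means percent inhibition above a per-plate cutoff, the plate mean of test compounds plus 3 SD, cut at about 30% in these data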;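 further: 0% = DMSO wells with GLD-1 and probe and 100% = wells lacking GLD-1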
Efflux pump inh – inhibitors of Candida efflux pumps in yeast, primary screen, S. cerevisiae, Nile Red, multiplex | inhibition, % at 10 µM | AID 485275, 2010 | S. cerevisiae Candida pump triplex | 0.44% of 330,000 active;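 active means plate passing quality check with inhibition over a set limit, or well fluorescence over plate mean plus 4 SD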;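 further: Nile Red retained in pooled yeast measured as flow cytometry median fluorescence; 0% = buffer negative control and 100% = Enniatin B positive control; higher means more Nile Red kept so more efflux inhibition; some compounds called inactive have numbers as strong as hits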
MEX-5 binding – MEX-5 zinc finger RNA-binding disruptors – biochemical, C. elegans, fluorescence polarization, MLPCN library, primary screen | Zinc finger protein mex-5 (Caenorhabditis elegans), Q9XUB2 | MEX-5/FITC-TCR2 RNA binding; active compounds read low | activity score (negative = inhibition of binding), % at 10 µM | 0.38% of 300,000 active | AID 1832, 2009;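 active means inhibition past about -25% in most replicates, and total fluorescence under double the plate's negative control median, limit read from the data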;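 further: 0% = DMSO and -100% = 5 µM competing unlabeled TCR2 RNA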
Target sequence (Q9XUB2 whole entry, looked up): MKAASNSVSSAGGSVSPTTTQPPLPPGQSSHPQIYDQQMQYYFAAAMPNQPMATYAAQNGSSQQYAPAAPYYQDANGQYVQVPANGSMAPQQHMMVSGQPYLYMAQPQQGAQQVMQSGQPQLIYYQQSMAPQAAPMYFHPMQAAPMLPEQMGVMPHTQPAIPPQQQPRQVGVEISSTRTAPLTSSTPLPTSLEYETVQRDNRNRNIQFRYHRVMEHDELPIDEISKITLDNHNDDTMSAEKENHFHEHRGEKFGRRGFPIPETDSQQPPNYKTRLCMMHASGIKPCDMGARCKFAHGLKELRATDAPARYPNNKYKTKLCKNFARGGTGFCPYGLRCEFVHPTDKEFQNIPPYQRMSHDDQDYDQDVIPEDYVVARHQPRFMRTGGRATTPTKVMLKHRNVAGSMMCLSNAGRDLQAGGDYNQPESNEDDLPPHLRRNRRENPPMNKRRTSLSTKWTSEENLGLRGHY
VLA-4 inh – inhibition in human VLA-4 binding assay, primary screen, VLA-4 allosteric modulator project, MLPCN library, flow cytometry, VLA-4 expressing cells; ligand binding flow cytometry; inhibition, % (about 7 µM as worked out from the volumes in the protocol); 0.2% of 330,000 active; in the data active means inhibition above about 50%
Starred values were filed as active, the others as inactive; / = not tested or not shown. An excerpt, so the mix of outcomes need not match the whole.

SMILES	Bcl-xL primary	MCL1 BIM primary	Fam108B counter	GRK2 inh	PME-1 primary	GLD-1 TGE inh	Efflux pump inh	MEX-5 binding	VLA-4 inh
C/C(Cl)=C\Cn1c(N2CCCC2)nc2c1c(=O)[nH]c(=O)n2C	6	3	4	1	2	6	0.0	1.1	0
C[C@H](CO)N1C[C@H](C)[C@@H](CN(C)S(=O)(=O)c2ccccc2)Oc2ccc(NC(=O)Nc3ccccc3)cc2C1=O	/	/	/	1	/	-1	0.1	/	2
CCOc1ccccc1-n1c(SCC(N)=O)nnc1-c1ccco1	0	3	1	0	3	0	-0.4	0.6	15
CCOc1ccc(C(=O)Cc2cc(OC)c(OC)cc2[N+](=O)[O-])cc1	8	6	3	0	-1	5	0.1	-0.8	-12
Cc1c(OC(C)C(=O)NCCCN2CCOCC2)ccc2c3c(c(=O)oc12)CCCC3 (stereo not drawn)	2	-1	3	4	-5	4	0.2	0.0	17
CC1CC(C)CN(C(=O)CCNC(=O)Cn2cnc3ccccc3c2=O)C1 (stereo not drawn)	-1	-10	-2	1	3	-2	0.1	0.5	4
CCCCNS(=O)(=O)c1ccc2nc(-c3cccnc3)cc(C(=O)NC(C)CC)c2c1 (stereo not drawn)	5	-2	2	0	0	-3	0.6	-0.2	16
COc1ccc(NC(=O)COC(=O)[C@@H](NC(=O)c2c(F)cccc2F)C(C)C)cc1	3	-12	0	1	-2	-10	-0.1	0.0	-1
O=C(Cc1ccc(Br)cc1)N(Cc1ccccc1)c1ccccn1	7	3	1	3	4	-1	0.0	-1.7	14
Cc1ccc(NC(=O)c2ccc(C)cc2)cc1	4	-5	1	4	0	3	0.0	-0.7	3
COc1ccc(S(=O)(=O)N2CCCCCC2)cc1NC(=O)c1ccccc1S(C)(=O)=O	-9	-11	/	0	2	4	0.1	/	8
Cc1cc(Sc2nc(NC(C)(C)C)nc(N3CCOCC3)n2)nc(Cl)n1	-1	-6	3	3	2	1	4.2	-0.8	14
NS(=O)(=O)c1ccc(Nc2nc(-c3ccccc3)cs2)cc1	10	0	5	0	8	7	0.0	2.9	4
COc1ccccc1CCc1nnc(CCC(=O)NC(C)Cc2cccnc2)o1 (stereo not drawn)	6	12	4	0	6	6	0.3	-2.6	-1
Cc1ccc(CCNC(=O)CS(=O)Cc2nc(-c3ccccc3Cl)oc2C)cc1 (stereo not drawn)	7	3	-2	2	-1	4	0.3	1.7	-3
O=C(CSc1nc(C2CCCCC2)n(-c2ccccc2)n1)NCCN1C(=O)CSC1=O	-4	-10	-1	0	-3	6	-0.1	3.0	-1
O=C(CCc1ccccc1)NN1C(=O)C2C3C=CC(O3)C2C1=O (stereo not drawn)	7	-4	-1	0	-1	5	-0.1	-0.1	2
CCOC(=O)C1CCCN(c2ncnc3c2cnn3-c2cccc(C)c2)C1 (stereo not drawn)	-2	-1	-1	0	-2	9	0.0	-2.8	-2
CCOc1ccc(/C=N/OCC(=O)NCc2cccs2)cc1	3	9	-3	2	2	0	0.0	0.2	2
COc1cccc(C(=O)NNC(=O)/C=C/c2ccccc2)c1	/	/	/	0	/	/	-0.1	0.3	2
CC(C)CNC(=S)NC(=O)c1ccc(Cl)cc1Cl	0	4	-2	0	-4	-1	0.0	-1.1	4
O=C(O)c1oc2ccccc2c1CN1CCN(c2ccccc2)CC1	4	6	-1	0	2	-2	-0.1	0.3	0
CN(Cc1ccco1)c1ncnc2ccc(-c3ccc4c(ccn4C)c3)cc12	-2	-5	/	0	0	0	0.6	/	45
O=C(Cc1ccccc1)NC(=S)Nc1ccc2oc(-c3ccccc3F)nc2c1	0	6	-2	0	2	4	0.1	-1.5	25
CCCCCOC(=O)Nc1nnc(CCCCC)s1	-3	-6	2	0	-4	5	0.1	1.0	5
Cc1[nH]c(=O)[nH]c(=O)c1CSCC(=O)OCC(=O)Nc1ccccn1	9	15	2	2	-3	13	-0.1	-11	7
O=C(C1CC(=O)N(c2ccccc2)C1)N1CCC(c2nc3ccccc3[nH]2)CC1 (stereo not drawn)	-1	-5	0	0	1	2	0.2	1.6	1
CCCOP(=O)(c1ccc(N(C)C)cc1)C(O)c1ccc(N(C)C)cc1 (stereo not drawn)	0	-5	-4	1	2	0	-0.1	-1.4	7
Cc1ccc(S(=O)(=O)Cn2nnnc2C(C)N2CCN(C(=O)c3ccco3)CC2)cc1 (stereo not drawn)	2	-8	-2	2	6	3	0.0	-0.5	-5
COc1ccc2[nH]c(C(=O)N3CCN(Cc4ccccc4)CC3)cc2c1OC	1	4	-3	0	-1	4	0.0	2.4	1
COCc1nnc(NC(=O)CC(C)C)s1	4	-5	2	0	-6	-2	0.1	2.6	3
NC(=O)C(CC(=O)O)NC(=O)[C@@H]1CCOc2c(I)cc([N+](=O)[O-])cc2C(=O)N[C@@H](CO)C(=O)N[C@@H](Cc2ccc(O)cc2)C(=O)N1 (stereo partly drawn)	8	5	-3	4	3	-6	-0.1	/	16
O=C(NCc1ccccc1)C(c1ccco1)N(C(=O)c1cnccn1)c1ccc(F)cc1 (stereo not drawn)	0	-1	-2	0	-3	9	0.2	0.1	-1
CCOC(=O)c1ccc(NC(=O)C2=C(C)Nc3nc(CCCO)nn3C2c2ccc(OC)cc2)cc1 (stereo not drawn)	-1	-1	-3	0	-4	-1	-0.1	0.3	7
CC(=O)Oc1c(C)cc(O)c2ccccc12	5	6	-2	4	-2	5	0.0	0.6	13
COc1ccc(C2=NOC(C(=O)Nc3cc(C)on3)C2)cc1 (stereo not drawn)	3	7	2	1	0	4	-0.1	-0.1	-19
CC(C)CN1CCC(=O)N([C@H](COc2ccccc2)c2ccccc2)CC1	5	4	4	1	8	1	-0.1	0.0	22
Cc1nc(C)c(CC(=O)N/N=C/c2ccc(O)cc2)c(=O)[nH]1	3	2	5	2	-4	4	0.8	0.3	-11
Cc1ccc(Cn2nnc3c(=O)[nH]c(C4CCN(C(=O)Cc5cccs5)CC4)nc32)cc1	5	-1	3	6	13	1	0.0	1.1	0
COC(=O)C(NC(=O)c1ccco1)(Nc1ccc(Br)cn1)C(F)(F)F (stereo not drawn)	8	1	0	1	10	6	-0.1	1.7	2
CC(=O)c1ccc(NC(=O)[C@@H]2CCCN2C2=NS(=O)(=O)c3ccccc32)cc1	2	-4	/	0	4	5	0.0	/	-2
COc1cccc(CC(NC(C)=O)C(=O)NC2CCN(c3c4c(nc5ncnn35)CCC4)CC2)c1OC (stereo not drawn)	11	4	5	0	3	6	0.0	0.0	0
Cc1ccccc1CSc1nc2n(n1)C(c1cccs1)C1=C(CCCC1=O)N2 (stereo not drawn)	2	2	3	0	-2	-2	0.1	-0.5	39
N#C/C(=C/c1cn(-c2ccccc2)nc1-c1cccc(S(=O)(=O)N2CCOCC2)c1)C(=O)NCc1ccco1	6	0	3	2	1	3	-0.1	0.5	8
CCCN1CCN(CCCNC(=O)c2ccc3nc(N4CCC(C)CC4)sc3c2)CC1	-2	5	-3	0	-6	3	0.1	0.0	10
CCOCCCNC(=O)c1cn(C)c2ccc(S(=O)(=O)N3CCCCC3)cc2c1=O	4	6	3	4	3	0	0.0	-2.8	-4
NC(=O)C1=C[C@@H](c2csc3ccccc23)C[C@@H](OCc2ccc(CO)cc2)O1	3	18	1	0	-3	-2	0.0	-1.0	3
O=C(CCCCCN1C(=O)c2ccccc2C1=O)Nc1ccc(F)cc1	-2	-2	-5	0	2	8	0.0	-2.8	-3
CCc1c(O)c(-c2ccccc2)c(=O)n(-c2ccccn2)c1-c1ccccc1	-2	-4	-2	0	-5	1	0.0	0.0	0
COc1cc(C2/C(=C(/O)c3ccc(F)cc3)C(=O)C(=O)N2CCCC(=O)O)ccc1O (stereo not drawn)	4	1	-3	0	0	0	0.0	0.7	-20
CCC(=O)Nc1cccc(-c2nc3ccccc3o2)c1	7	-2	-7	1	0	-4	0.1	0.3	-6
O=C(c1ccc([N+](=O)[O-])cc1)N(c1ccccn1)c1ccccn1	2	2	0	1	-3	0	-0.2	-2.0	8
COc1ccc2c(c1)CC(N1CCN(C)CC1)c1cc(OC)ccc1S2 (stereo not drawn)	-2	-2	3	0	-7	-1	0.1	-0.2	12
CN(Cc1ccccc1F)C(=O)CNC(=O)Cc1cccc2ccccc12	2	-5	0	3	-1	-11	0.0	-0.2	-4
c1ccc(-c2cnnn2-c2ccccc2)cc1	/	/	/	3	/	/	0.0	-0.7	3
Cc1ccc(S(=O)(=O)N2[C@@H](c3ccccc3)C(C(=O)O)=CC[C@H]2c2cccc(C)c2)cc1	7	8	2	0	-3	10	-0.1	/	20
COC(=O)CSCC(=O)Nc1cc2c(cc1C(C)=O)OCO2	9	7	3	0	5	4	0.0	2.9	-4
CC(C)N(Cc1nc(-c2ccccc2)no1)C(=O)c1ccc(Cl)cc1	-1	1	-2	4	1	2	0.0	2.9	5
O=C(Nc1ccccc1)Nc1ccc(Cl)c(S(=O)(=O)N2CCOCC2)c1	5	6	-12	0	-10	1	-0.1	0.0	0
Cc1cc(C)nc(SCc2csc(N)n2)n1	6	0	3	3	-2	0	-0.2	1.2	2

3 entries already listed, arranged by count of non-hydrogen atoms, highest first.
SMILES	Bcl-xL primary	MCL1 BIM primary	Fam108B counter	GRK2 inh	PME-1 primary	GLD-1 TGE inh	Efflux pump inh	MEX-5 binding	VLA-4 inh
CCc1c(O)c(-c2ccccc2)c(=O)n(-c2ccccn2)c1-c1ccccc1	-2	-4	-2	0	-5	1	0.0	0.0	0
CN(Cc1ccccc1F)C(=O)CNC(=O)Cc1cccc2ccccc12	2	-5	0	3	-1	-11	0.0	-0.2	-4
O=C(CCCCCN1C(=O)c2ccccc2C1=O)Nc1ccc(F)cc1	-2	-2	-5	0	2	8	0.0	-2.8	-3

Next records.
SMILES	Bcl-xL primary	MCL1 BIM primary	Fam108B counter	GRK2 inh	PME-1 primary	GLD-1 TGE inh	Efflux pump inh	MEX-5 binding	VLA-4 inh
O=C(CN(Cc1ccccc1)S(=O)(=O)c1ccc(F)cc1)NCc1cccnc1	4	-6	-3	0	-5	-6	-0.1	-1.4	7
NS(=O)(=O)c1ccc(CCNC(=O)CNC(=O)c2ccc(Br)o2)cc1	-4	-4	/	0	-7	4	0.1	/	7
Cc1cc(C)c(S(=O)(=O)NCc2ccccn2)c(C)c1	2	-6	-4	1	-4	-4	-0.1	-1.2	3
C=CC[C@H](CC(=O)OC(C)(C)C)C(=O)OC[C@H]1CCCN1C(=O)[C@H](CC=C)CC(=O)NCCO	/	/	/	0	/	-2	-0.2	/	2
COc1ccc(S(=O)(=O)NC2CCc3ccccc32)cc1OC (stereo not drawn)	-1	-5	-1	0	6	2	0.1	1.2	1
Cc1cc(C)cc(OCC(O)CN2CCN(Cc3ccc4c(c3)OCO4)CC2)c1 (stereo not drawn)	1	-1	-1	1	-3	-3	0.1	1.5	1
COc1ccc(C(NC(=O)c2cccnc2)c2cc(Cl)c3cccnc3c2O)cc1OC (stereo not drawn)	18	22	2	0	-3	0	0.0	-0.9	-8
Cn1c(=O)oc2cc(S(=O)(=O)NCCC(=O)N3CCN(c4ccccc4)CC3)ccc21	-5	-3	-2	0	1	0	0.0	-1.5	-4

Bioassay records as filed in PubChem BioAssay.
